Compound activity: PubChem, several laboratories
Cdc42 wt GTP = human Cdc42 wildtype GTP binding change, either direction. GST-Cdc42 beads, Bodipy-GTP binding, flow cytometry; actives lie on both sides. percent activity (GTP binding), % at 10 µM. P60953. 190,000 tested, 0.2% active;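 active = percent activity GTP binding at least 20 points away from the 100% baseline, either down as inhibitor or up as activator; inconclusive = compound flagged as likely green fluorescent from well-wide comparison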;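 note: median bead fluorescence of bound Bodipy-FL-GTP at 100 nM; 0% = excess unlabeled GTP control and 100% = no compound control; below 100% means less GTP binding so inhibitor and above means activator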
HRas wt GTP bind = human HRas wildtype GTP binding, change in either direction. P01112. GTP binding activity, % at 10 µM. GST-Ras wt beads, Bodipy-FL-GTP binding, flow cytometry; actives lie on both sides. 190,000 tested, 0.14% active. AID 759;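 active = GTP binding activity at least 20% away from the 100% baseline, either lowered as inhibitor or raised as activator; inconclusive = flagged as likely green fluorescent, judged across all proteins in the well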;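 note: 0% = unlabeled GTP competition control and 100% = no-compound control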
Pf gametocyte = P. falciparum stage V gametocyte viability inhibition | P. falciparum stage V gametocytes, ATP luminescence, 24 h | inhibition, % at 10.9 µM | 150,000 tested, 0.065% active;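 active = inhibition above the mean plus 3 SD of compounds within the control limits, set per campaign, cut at about 38% in these data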;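 note: 0% = DMSO wells and 100% = medium only without gametocytes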
Mcl1-Noxa inh = disrupts binding of human Mcl-1 to Noxa peptide; TR-FRET Mcl-1/Noxa peptide binding, 2 h; inhibition, % at 21.7 µM; 220,000 tested, 1.5% active; AID 1022;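 active = compounds that cut the protein-peptide binding signal by more than 50% relative to plate controls in a single-dose test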;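 note: His-tagged Mcl-1 with rhodamine Noxa BH3 peptide and terbium anti-His antibody; 0% = Mcl-1 plus Noxa peptide wells and 100% = peptide-only wells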
Target sequence (Q07820 whole entry, looked up): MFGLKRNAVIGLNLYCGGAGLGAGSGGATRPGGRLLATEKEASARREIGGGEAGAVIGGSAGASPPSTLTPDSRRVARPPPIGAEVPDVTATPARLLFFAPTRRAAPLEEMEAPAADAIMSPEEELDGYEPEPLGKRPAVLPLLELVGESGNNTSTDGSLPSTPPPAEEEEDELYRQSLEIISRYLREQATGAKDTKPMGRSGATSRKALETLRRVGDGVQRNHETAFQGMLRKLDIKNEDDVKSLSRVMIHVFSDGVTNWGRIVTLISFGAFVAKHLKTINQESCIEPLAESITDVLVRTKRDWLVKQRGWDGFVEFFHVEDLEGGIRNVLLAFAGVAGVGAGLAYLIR
Rab7 wt GTP bind = modulators of GTP binding to dog Rab7 wildtype GTPase; GST-Rab7 beads, fluorescent GTP binding, flow cytometry; actives lie on both sides; untreated = 100%, excess cold GTP = 0%; GTP binding activity (percent of control), % at 10 µM; 190,000 tested, 0.055% active; AID 758;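 active = fluorescent GTP binding to Rab7 beads changed by at least 20 points from the 100% baseline, either direction, mostly lower; inconclusive = compound itself probably fluorescent, or too few beads counted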;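 note: median green fluorescence of bound Bodipy-FL-GTP per Rab7 bead population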
ABCG2 block = human ABCG2 inhibition, ABCB1 as counter-screen; inhibition, % at 6.6 µM; Q9UNQ0; IgMXP3 cells, JC-1 efflux, flow cytometry; 190,000 tested, 0.1% active; AID 1325;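 active = inhibition above 80%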;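 note: 0% = DMSO and 100% = nicardipine control wells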
Target sequence (Q9UNQ0 whole entry, looked up): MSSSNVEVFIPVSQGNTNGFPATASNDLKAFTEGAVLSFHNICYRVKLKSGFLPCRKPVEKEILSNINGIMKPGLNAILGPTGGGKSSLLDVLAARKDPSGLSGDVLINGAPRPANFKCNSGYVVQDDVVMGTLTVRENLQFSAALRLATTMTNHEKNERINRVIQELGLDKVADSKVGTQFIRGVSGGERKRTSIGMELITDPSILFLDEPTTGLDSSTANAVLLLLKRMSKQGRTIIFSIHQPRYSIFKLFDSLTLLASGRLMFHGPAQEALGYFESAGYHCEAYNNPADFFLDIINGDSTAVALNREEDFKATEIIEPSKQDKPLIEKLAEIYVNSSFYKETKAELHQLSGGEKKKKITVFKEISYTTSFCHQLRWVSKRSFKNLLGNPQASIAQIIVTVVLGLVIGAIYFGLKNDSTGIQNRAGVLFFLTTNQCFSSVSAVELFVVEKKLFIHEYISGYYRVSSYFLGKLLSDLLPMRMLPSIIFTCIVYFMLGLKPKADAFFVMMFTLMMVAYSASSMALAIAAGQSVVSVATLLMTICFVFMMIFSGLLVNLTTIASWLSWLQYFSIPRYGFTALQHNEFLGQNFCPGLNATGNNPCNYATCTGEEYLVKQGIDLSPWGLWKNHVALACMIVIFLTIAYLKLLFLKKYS
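Test system: ABCG2 IgMXP3 and barcoded ABCB1 CCRF-Adr cell mix; Schedule: cells with compound and JC-1, 10 min at 25 °C, rotating, no wash; Technique: flow cytometry of retained JC-1 fluorescence; Measure: % inhibition of efflux relative to nicardipine and DMSO; Controls: nicardipine high and DMSO low controls.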
Rac1 wt modul = alters GTP binding to wildtype human Rac1. 190,000 tested, 0.27% active. GST-Rac1 beads, fluorescent GTP binding, flow cytometry; actives lie on both sides; 0 = cold GTP competed, 100 = untreated. GTP binding activity (% of control), % at 10 µM. P63000;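 active = GTP binding activity at least 20 points away from the 100% control level, either lower or higher; inconclusive = compound flagged as likely green fluorescent, judged across all proteins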
Rab2 wt GTP = changes GTP binding to wildtype dog Rab2A, up or down. P61105. GST-Rab2 wt beads, Bodipy-GTP binding, flow cytometry. GTP binding activity, % at 10 µM. 190,000 tested, 0.19% active. AID 760;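 active = GTP binding activity at least 20 points away from 100%, either lowered or raised; inconclusive = signal likely due to the compound's own green fluorescence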;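 note: 0% = beads with excess unlabeled GTP and 100% = no-compound control corrected for plate trend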
ABCB1 inh = human ABCB1 inhibition, ABCG2 as counter-screen. CCRF-Adr cells, JC-1 efflux, flow cytometry. inhibition, % at 6.6 µM. 190,000 tested, 0.067% active; in the data active = inhibition above about 40%;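 note: 0% = vehicle and 100% = reference inhibitor; higher value means more JC-1 retained so stronger ABCB1 efflux block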
Avidin bead fluor = avidin bead compound fluorescence profile; Avidin beads, compound fluorescence 488/530 nm, flow cytometry; stronger effect = higher value; fluorescence (KMESF) at 10 µM; 220,000 tested, 0.38% active; AID 1775; in the data active = fluorescence above about 47; note: inactives centre near 10
Rac1 act GTP bind = modulators of GTP binding to human Rac1 activated mutant. GST-Rac1 activated beads, fluorescent GTP binding, flow cytometry; actives lie on both sides; 100% means binding = to untreated wells. P63000. percent activity (GTP binding), % at 10 µM. 190,000 tested, 0.11% active;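 active = GTP binding at least 20 percentage points away from the 100% baseline, in either direction, so actives lie on both sides; inconclusive = Compound likely fluorescent itself, or too few beads counted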
* hit, by the source's call; ? = inconclusive; nt = no result given.

SMILES | HRas wt GTP bind | Pf gametocyte | Cdc42 wt GTP | Rac1 wt modul | Avidin bead fluor | Rac1 act GTP bind | Mcl1-Noxa inh | ABCG2 block | Rab7 wt GTP bind | ABCB1 inh | Rab2 wt GTP
COc1ccc(/C=C(\C#N)C(=O)NCc2cccnc2)cc1OC | 98 | nt | 96 | 98 | 12 | 97 | 20 | 3 | 98 | 0.5 | 98
O=C(Nc1ccccc1F)c1ccc(S(=O)(=O)NCC2CCCO2)cc1 (stereo unspecified) | 99 | nt | 100 | 105 | 9 | 98 | 19 | 2 | 99 | 0.6 | 97
O=C(N/N=C/c1c(O)ccc2ccccc12)c1ccc[n+](CCO)c1 | 101 | 0 | 99 | 105 | 6 | 97 | -3 | 23 | 104 | -0.1 | 101
O=C1CC(c2ccccc2)CC(O)=C1C=NCc1ccc(Cl)cc1 (stereo unspecified) | 99 | nt | 97 | 96 | 11 | 92 | 7 | -1 | 97 | 0.0 | 97
NC(=O)c1cc2ccc(O)cc2oc1=Nc1ccccc1 | 93 | -18 | 94 | 96 | 24 | 95 | 7 | 3 | 94 | 0.2 | 93
CNC(=S)NNc1nc(N2CCOCC2)nc(N2CCOCC2)n1 | 99 | 3 | 100 | 100 | 9 | 97 | 3 | 0 | 100 | -0.2 | 99
CN(C)CCCNc1ncnc2c1cnn2-c1ccccc1 | 98 | nt | 102 | 102 | 8 | 98 | -12 | 0 | 99 | -0.1 | 100
O=C(CSc1nnc(-c2ccco2)n1Cc1ccccc1)NCc1ccccc1 | 92 | -11 | 93 | 96 | 20 | 88 | 16 | 4 | 89 | 1.2 | 92
CCCCCCNC(=O)Nc1ccccc1 | 92 | nt | 98 | 92 | 7 | 95 | nt | 2 | 92 | 0.3 | 96
CC(=O)c1cccc(NC(=S)NC(=O)c2ccc(Cl)cc2)c1 | 99 | 26 | 100 | 104 | 12 | 101 | -1 | -5 | 98 | -1.5 | 100
Cc1nc2ncnn2c(C)c1CCC(=O)N1CCCCC1 | 101 | -6 | 103 | 107 | 25 | 102 | 16 | 4 | 101 | 0.5 | 101
O=C(COc1ncnc2scc(-c3ccc(Cl)cc3)c12)NCc1ccco1 | 100 | -9 | 101 | 100 | 7 | 98 | 4 | 3 | 98 | 0.5 | 99
COc1ccc(-c2nn(-c3ccccc3)cc2/C=N/Nc2ccc(S(N)(=O)=O)cc2[N+](=O)[O-])cc1OC | 100 | -14 | 97 | 98 | 11 | 95 | 51* | -1 | 101 | -0.8 | 95
O=c1nccc(NCc2ccco2)[nH]1 | 99 | 12 | 105 | 103 | 27 | 98 | 12 | 4 | 96 | 0.8 | 101
CN(c1ccccc1)S(=O)(=O)c1ccc(NC(=S)NC(=O)c2ccccc2)cc1 | 101 | 0 | 101 | 104 | 6 | 101 | 2 | 5 | 99 | 0.8 | 100
COc1ccc2c(c1)O[C@@H](c1cccc(C(F)(F)F)c1)[C@H](OC(=O)NCCc1ccc(OC)c(OC)c1)C2=O | 99 | nt | 102 | 105 | 10 | 99 | 14 | 21 | 95 | 9.8 | 98
Cc1ccc(-n2nc(C)c3c(C)c(CCC(=O)NCc4ccccc4)c(C)nc32)cc1 | 99 | nt | 102 | 105 | 5 | 98 | -6 | 2 | 98 | 0.2 | 101
CC(C)(C)C1CCC(=NNC(=O)C(=O)NC2CCCCC2)CC1 (stereo unspecified) | 102 | nt | 100 | 103 | 15 | 100 | 12 | 1 | 99 | 0.2 | 101
Cc1ccc2nsnc2c1S(=O)(=O)Nc1cccc2nsnc12 | 99 | nt | 100 | 100 | 9 | 98 | 0 | 5 | 101 | 0.5 | 100
Cc1nc2ccc(NC(=O)c3cccc(S(=O)(=O)N(C)c4ccccc4)c3)cc2s1 | 98 | nt | 97 | 100 | 16 | 96 | 4 | 16 | 98 | 0.2 | 96

(next part)
SMILES | HRas wt GTP bind | Pf gametocyte | Cdc42 wt GTP | Rac1 wt modul | Avidin bead fluor | Rac1 act GTP bind | Mcl1-Noxa inh | ABCG2 block | Rab7 wt GTP bind | ABCB1 inh | Rab2 wt GTP
CC(C)N1C(=O)/C(=C\c2nc3ccccc3c(=O)n2-c2ccccc2)c2ccccc21 | 99 | 3 | 97 | 98 | 7 | 100 | 20 | 1 | 99 | 3.9 | 101
CCn1cc(Br)c(C(=O)N2CCN(c3ccccc3)CC2)n1 | 102 | nt | 107 | 106 | 12 | 101 | 16 | 1 | 99 | 0.0 | 102
Cc1cccc(NC(=S)NNc2ncc(C(F)(F)F)cc2Cl)c1 | 99 | -20 | 99 | 98 | 2 | 100 | -33 | -8 | 100 | -1.1 | 96
Cc1ccnc(NS(=O)(=O)c2ccccc2)n1 | 98 | 12 | 101 | 101 | 12 | 99 | 21 | 0 | 95 | 0.0 | 97
COc1ccc(NC(=O)COC(=O)C2CCCCC2)c([N+](=O)[O-])c1 | 99 | nt | 101 | 103 | 15 | 99 | 3 | 4 | 99 | 0.4 | 98
COc1ccc(/C=N/OCC(=O)N2CCCC2)c(OC)c1 | 98 | 5 | 96 | 101 | 11 | 98 | -8 | 1 | 99 | 0.0 | 99
CCC(=NCCc1c(C)[nH]c2ccccc12)C1=C(O)CC(c2ccccc2)CC1=O (stereo unspecified) | 100 | -10 | 97 | 106 | 5 | 99 | 8 | 28 | 96 | 7.2 | 98
Cc1ccc([N+](=O)[O-])c(OCCN2C(=O)NC(C)(C)C2=O)c1 | 97 | nt | 95 | 100 | 9 | 95 | 0 | 3 | 97 | 0.1 | 99
Cc1n[nH]c(=S)n1-c1ccc(Cl)cc1 | 98 | 8 | 102 | 100 | 17 | 99 | 0 | 1 | 98 | 0.2 | 98
O=C(c1cccc(S(=O)(=O)N2CCCC2)c1)c1nnc(-c2ccncc2)o1 | 102 | nt | 102 | 107 | 4 | 102 | 12 | 1 | 102 | 0.0 | 101
CCOC(=O)Cn1c(CN(Cc2ccccc2)Cc2ccccc2)nc2c1c(=O)n(C)c(=O)n2C | 99 | 6 | 101 | 105 | 6 | 98 | 14 | 2 | 95 | 2.2 | 98
O=C(Nc1cc(C(F)(F)F)ccc1F)C1CCC1 | 99 | 17 | 99 | 101 | 8 | 98 | 14 | 36 | 100 | 4.3 | 99
CCCCNC(=O)/C=C/c1ccc(S(=O)(=O)Nc2ccc(OC)cc2)cc1 | 95 | nt | 95 | 96 | 7 | 95 | 2 | 2 | 104 | 0.0 | 100
CCC(C)C(=O)Nc1cc([N+](=O)[O-])ccc1Cl (stereo unspecified) | 98 | -6 | 100 | 102 | 6 | 99 | 3 | 1 | 93 | -0.1 | 98
Cc1cccc2cc(CN(Cc3ccccc3)C(=O)c3cccc(F)c3)c(Cl)nc12 | 105 | nt | 102 | 106 | 16 | 100 | 2 | 1 | 107 | 0.8 | 106
CC(=O)CCn1cnc([N+](=O)[O-])n1 | 99 | nt | 98 | 107 | 11 | 95 | 10 | 7 | 98 | 1.0 | 99
Cc1ccc(N=C2NC(=O)/C(=C\c3ccco3)S2)cc1 | 97 | nt | 100 | 105 | 3 | 96 | 45 | 12 | 96 | 0.6 | 96
CCCCCCCCOC(=O)C(NC(=O)CCC(=O)Nc1ccc(S(N)(=O)=O)cc1)C(O)c1ccccc1 (stereo unspecified) | 98 | nt | 98 | 98 | 7 | 99 | 14 | 1 | 95 | 0.1 | 96
O=C(c1cc(Cl)ccc1Cl)N1CCOCC1 | 101 | -6 | 102 | 107 | 8 | 100 | 17 | 1 | 102 | 0.4 | 100
CC1=C(C)CC(C(=O)NNC(=O)c2csc3c2CCC(C(C)(C)C)C3)C(C(=O)O)C1 (stereo unspecified) | ? | nt | ? | ? | 7 | ? | 4 | 1 | ? | 0.2 | ?

As entered above:
Cdc42 wt GTP with Cc1ccnc(NS(=O)(=O)c2ccccc2)n1 → 101
Pf gametocyte with COc1ccc(/C=N/OCC(=O)N2CCCC2)c(OC)c1 → 5
Rac1 wt modul with CCC(=NCCc1c(C)[nH]c2ccccc12)C1=C(O)CC(c2ccccc2)CC1=O (stereo unspecified) → 106
Mcl1-Noxa inh with CCCCCCCCOC(=O)C(NC(=O)CCC(=O)Nc1ccc(S(N)(=O)=O)cc1)C(O)c1ccccc1 (stereo unspecified) → 14
HRas wt GTP bind with Cc1cccc(NC(=S)NNc2ncc(C(F)(F)F)cc2Cl)c1 → 99

Continuation.
SMILES | HRas wt GTP bind | Pf gametocyte | Cdc42 wt GTP | Rac1 wt modul | Avidin bead fluor | Rac1 act GTP bind | Mcl1-Noxa inh | ABCG2 block | Rab7 wt GTP bind | ABCB1 inh | Rab2 wt GTP
Cc1ccc(S(=O)(=O)N(CCCO)CC(O)CON=C2c3ccccc3-c3ccccc32)cc1 (stereo unspecified) | 99 | -10 | 95 | 100 | 15 | 98 | 13 | 0 | 101 | 0.9 | 98
C/C(=N\NC(=O)COc1ccccc1[N+](=O)[O-])c1cccs1 | 92 | nt | 89 | 90 | 8 | 92 | 8 | 3 | 98 | -0.1 | 94
O=C(CSc1nc2ncc(Br)cc2[nH]1)c1cccc([N+](=O)[O-])c1 | 99 | 4 | 98 | 99 | 13 | 96 | 64* | 11 | 99 | -0.2 | 96
Cc1c(CCCN)c2ccccc2n1Cc1ccccc1 | 100 | -27 | 96 | 102 | 10 | 96 | 2 | 3 | 107 | 1.3 | 98
CCOC(=O)N1CCN(C(=S)Nc2ccc(C)cc2C)CC1 | 99 | -10 | 99 | 102 | 10 | 97 | 2 | 2 | 98 | 0.3 | 100
Cc1nc2cc(C(F)(F)F)ccc2n1C | 96 | nt | 93 | 94 | 21 | 92 | -12 | 2 | 104 | 0.2 | 97
O=c1c2nccnc2[nH]c(=S)n1Cc1ccccc1Cl | ? | 5 | ? | ? | 20 | ? | 13 | 4 | ? | 1.1 | ?

3 compounds out of the list, sorted by SMILES length, lowest first.
SMILES | HRas wt GTP bind | Pf gametocyte | Cdc42 wt GTP | Rac1 wt modul | Avidin bead fluor | Rac1 act GTP bind | Mcl1-Noxa inh | ABCG2 block | Rab7 wt GTP bind | ABCB1 inh | Rab2 wt GTP
O=c1c2nccnc2[nH]c(=S)n1Cc1ccccc1Cl | ? | 5 | ? | ? | 20 | ? | 13 | 4 | ? | 1.1 | ?
O=C(CSc1nc2ncc(Br)cc2[nH]1)c1cccc([N+](=O)[O-])c1 | 99 | 4 | 98 | 99 | 13 | 96 | 64* | 11 | 99 | -0.2 | 96
Cc1ccc(S(=O)(=O)N(CCCO)CC(O)CON=C2c3ccccc3-c3ccccc32)cc1 (stereo unspecified) | 99 | -10 | 95 | 100 | 15 | 98 | 13 | 0 | 101 | 0.9 | 98
